T cell modulator – modulators of CD8 T cell-vesicle binding, primary screen, mouse 2C CD8+ T cells, flow cytometry; 2C CD8+ T cell-vesicle binding; active compounds read low; calls only at 7 µM; 0.068% of 330,000 active; AID 2052, 2009;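 active = response, share of CD8 T cells binding vesicles, and their 90th percentile fluorescence all below set limits, cut at about 80% in these data, passing the limit was not always enough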
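Assay system: 2C TCR transgenic mouse naive CD8+ T cells, MACS-purified | Read-out: CD8+ gate FL2 mean fluorescence as % of same-row positive control | Signal: High-throughput flow cytometry with anti-B7-1 and anti-CD8 staining | Timing: Binding step 1.5 h, 37 °C, antibody labelling 20 min, ice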
Hep lipid drop – inhibitors of hepatocyte lipid droplet formation, primary screen, imaging, high-throughput imaging, BODIPY stain; AML12 mouse hepatocytes, oleate lipid droplets; inhibition, % at 6.5 µM; 0.4% of 240,000 active;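 active = lipid droplet intensity inhibited by at least 50%, with more than 500 cells counted; inconclusive = wells with under 300 cells, treated as cytotoxic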
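Assay system: AML12 hepatocytes (mouse); Probe or stimulus: oleic acid at 100 µM to induce lipid droplet formation; Dosing: compound at 6.5 µM only; Schedule: compound with oleate, overnight; Detection: fluorescence imaging, 20x objective, two fields per well; Measure: % inhibition of lipid droplet signal.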
Myeloid diff 2 – induction of myeloid progenitor differentiation, primary screen, cell-based, flow cytometry, MLPCN library; ER-HoxA9 myeloid progenitors, lysozyme-GFP differentiation; calls only at 10 µM; 1% of 360,000 active; AID 624256, 2012;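 active = normalized GFP-positive differentiation at or above the plate's own cutoff, the solvent-only control mean plus 3 SD; inconclusive = no clear call, values can overlap the other calls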;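 note: cells exposed to compound for four days before flow analysis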
Hep lipid drop cells 6.5 µM – second read-out of Hep lipid drop, no call of its own (marks repeat the call); cell count; measured here: cell count, cytotoxicity flag;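 cells counted across two imaged fields per well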
T cell modulator vesicle-bound % – further read-out of T cell modulator, marked with its call; double positive events, %; measured here: CD8+ vesicle-bound cell fraction;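 binding gate set so that unloaded-vesicle control wells show 10% double positive cells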
Myeloid diff 2 GFP+ MAC1+ % – second read-out of Myeloid diff 2, no call of its own (marks repeat the call); GFP+ MAC1+ double positive, %; measured here: differentiation confirmed by MAC1 staining
Numbers without * were called inactive; i = inactive; ? = inconclusive; nt = no result given.

Under each structure – T cell modulator	Myeloid diff 2 GFP+ MAC1+ %	T cell modulator vesicle-bound %	Hep lipid drop	Myeloid diff 2	Hep lipid drop cells 6.5 µM
#1 COc1cc(C)c(CN2CCN(C(C)C(=O)NC(C)c3ccccc3)CC2)cc1OC (centres undefined)
    i	0.8	42	7	i	789
#2 COc1ccc2cc(-c3ccccc3)ncc2c1
    i	0.8	55	7	i	833
#3 Cc1ccn(CCC(=O)Nc2ccc3c(c2)OCO3)n1
    i	3.4	49	4	i	715
#4 COc1ccc(CN2CCSCC2)c(C)c1C
    i	0.7	55	-12	i	810
#5 CC(C)CCC(=O)N1CCOC1=O
    i	1.5	27	0	i	798
#6 Cc1ccc(S(=O)(=O)Cc2ccc(C(=O)N3CCN(c4cccc(C)c4C)CC3)o2)cc1
    i	nt	37	-75	?	502
#7 CC(C)(C)NC(=O)CN(C(=O)C(=O)Nc1ccc2c(c1)OCCO2)C1CC1
    i	0.5	20	3	i	779
#8 C/C=C(\C)CN1CCCC(N(C)CCc2ccc(OC)c(OC)c2)C1 (centres undefined)
    i	0.8	48	-1	i	774
#9 Cc1c(C#N)c(O)[nH]c(=O)c1N=Nc1ccc(Br)cc1C(=O)O
    i	1.1	39	-4	i	825
#10 Cc1ccc(S(=O)(=O)N(C)c2ccc(C(=O)NCC(c3cccs3)N3CCOCC3)cc2)cc1 (centres undefined)
    i	1.5	7	-1	i	816
#11 CC(=O)c1ccc(N2CCN(S(=O)(=O)c3ccc4c(c3)CC(=O)N4)CC2)cc1
    i	5.5	34	-18	i	787
#12 CCc1cccc(C)c1NC(=O)C1CCCN(S(C)(=O)=O)C1 (centres undefined)
    i	0.3	50	5	i	839
#13 O=C(NC1CC2CCCC(C1)N2C(=S)Nc1ccccc1Cl)C1CC1 (centres undefined)
    i	0.5	53	-4	i	810
#14 O=C(COc1ccccc1)Nc1nnc(S(=O)(=O)Nc2ccccc2)s1
    i	2.4	26	36	i	782
#15 CCc1ccc(N2C(=O)CN(Cc3ccccc3)C2=S)cc1
    i	1.0	48	-11	i	732

Remaining list, next part
Under each structure – T cell modulator	Myeloid diff 2 GFP+ MAC1+ %	T cell modulator vesicle-bound %	Hep lipid drop	Myeloid diff 2	Hep lipid drop cells 6.5 µM
#16 N#Cc1ccc(C(=O)CN2CCN(c3ccccc3)CC2)cc1
    i	2.2	25	0	i	843
#17 C=CCN1CCN(C(=O)c2ccc3c(c2)OCO3)CC1
    i	0.4	12	11	i	837
#18 CC(C)(C)c1csc(N/N=C/c2ccc(O)cc2)n1
    i	0.5	55	2	i	861
#19 COC(=O)c1cc(C(=O)OCC(=O)N(C)c2ccccc2)cc([N+](=O)[O-])c1
    i	0.4	14	0	i	839
#20 O=C(Cc1c(Cl)cccc1Cl)OCc1ccccn1
    i	0.7	27	1	i	766
#21 O=C(NCCc1ccccc1Cl)C1CCC(=O)N(Cc2ccc(Cl)cc2)C1 (centres undefined)
    i	0.6	41	19	i	837
#22 O=C(COc1ccc2c3c(c(=O)oc2c1)CCCC3)N1C[C@H]2C[C@@H](C1)c1cccc(=O)n1C2
    i	3.3	43	-2	i	804
#23 Cc1cc(=O)oc2c(C)c(OCC(=O)NCc3ccccn3)ccc12
    i	0.0	27	4	i	700
#24 CCn1c(SCc2ccc(OC)c(F)c2)nc2ccccc2c1=O
    i	3.8	20	-54	i	842
#25 Cc1ccccc1C(=O)OCC(=O)N(C)c1ccccc1
    i	2.7	33	-4	i	829
#26 CCOc1cccc(C(=O)Nc2ccc(NC(=O)c3cc4ccccc4o3)c(OC)c2)c1
    i	0.6	55	-2	i	842
#27 CSc1nc2c(c(=O)[nH]c(=O)n2C)n1Cc1ccccc1Cl
    i	0.9	62	-18	i	820
#28 CCN(CC)/C(=N\S(=O)(=O)c1ccccc1C)c1ccccc1
    i	2.3	35	-19	i	727
#29 CN1CCN(C(=O)/C(=C/c2ccc(N(C)C)cc2)NC(=O)c2ccccc2)CC1
    i	2.7	35	0	i	806
#30 Cc1cccc(C)c1OCc1cc(C(=O)N(Cc2c(C)nn(C)c2C)C2CC2)no1
    i	0.0	29	-30	i	736

Continuation.
Under each structure – T cell modulator	Myeloid diff 2 GFP+ MAC1+ %	T cell modulator vesicle-bound %	Hep lipid drop	Myeloid diff 2	Hep lipid drop cells 6.5 µM
#31 CCOC(=O)C1=C(COC(=O)c2cccc(Cl)c2)NC(=O)NC1C (centres undefined)
    i	0.6	19	-4	i	685
#32 COc1ccccc1CCCNC(=O)C1CCC(=O)N(CCCN2CCCC2=O)C1 (centres undefined)
    i	3.0	28	-2	i	598
#33 COC(=O)Cc1csc(NCc2ccccc2)n1
    i	4.5	41	18	i	781
#34 CC(NC(=O)c1ccc(NC(=O)c2ccco2)cc1)c1ccccc1 (centres undefined)
    i	7.6	68	21	i	840
#35 CCCn1cc(S(=O)(=O)c2ccccc2)c(=O)c2cc(OCC)ccc21
    i	nt	45	-19	?	712
#36 CC(C)(C)c1ccc(SCCc2ccncc2)cc1
    i	0.7	43	14	i	840
#37 CC1CCCN(C(=O)C2COc3ccccc3O2)C1 (centres undefined)
    i	1.1	14	-7	i	572
#38 O=C(N/N=C/c1cccnc1)c1ccc(NC(=O)c2ccc(Cl)cc2)cc1
    i	0.4	50	-14	i	819
#39 Cc1nc(C)c(-c2csc(Nc3ccc(C(=O)O)c(O)c3)n2)s1
    i	0.9	60	-10	i	757
#40 COc1cc(NC(=O)CCS(=O)(=O)c2ccc3c(c2)n(C)c(=O)c(=O)n3C)cc(OC)c1
    i	1.9	46	-4	i	805
#41 O=C(CCCCl)Nc1nc(-c2ccc3c(c2)OCCO3)cs1
    i	0.8	44	-9	i	735
#42 Cc1oc(-c2ccccc2F)nc1CS(=O)CC(=O)NCc1ccccn1 (centres undefined)
    i	nt	6	4	?	658
#43 O=C(O)c1ccc(CNC(=O)C23CC4CC(CC(C4)C2)C3)cc1
    i	0.2	38	-7	i	712
#44 CC1CN(Cc2ccccc2)c2nc3c(c(=O)n(CC(N)=O)c(=O)n3C)n2C1 (centres undefined)
    i	5.1	52	-16	i	729
#45 O=C(CN1C(=O)C2C3CCC(C3)C2C1=O)OCC(=O)c1ccc(Br)cc1 (centres undefined)
    i	0.4	5	-5	i	622

Next section
Under each structure – T cell modulator	Myeloid diff 2 GFP+ MAC1+ %	T cell modulator vesicle-bound %	Hep lipid drop	Myeloid diff 2	Hep lipid drop cells 6.5 µM
#46 CC(=O)N1CCN(c2ccccc2NC(=O)c2cc3ccccc3o2)CC1
    i	nt	71	-2	?	780
#47 CC(=O)Nc1ccccc1NC(=O)COc1cccc2ccccc12
    i	1.4	66	-37	i	705
#48 C[C@@H](N)C(=O)NC[C@H]1CC[C@H](C(=O)N[C@@H](Cc2ccccc2)C(=O)O)CC1
    i	0.2	12	-2	i	822
#49 COc1ccc(C(=O)NC(=S)Nc2ccc(CN3CCOCC3)cc2)cc1Br
    i	3.0	12	-4	i	745
#50 CC(C)CNS(=O)(=O)c1cc(C(=O)OC2CCOC2=O)c(Cl)cc1Cl (centres undefined)
    i	0.4	14	7	i	836
#51 Cc1ccc2[nH]c(C(=O)N/N=C/c3ccccc3C(=O)O)c(-c3ccccc3)c2c1
    i	1.2	19	5	i	407
#52 CCCn1c2ccc(F)cc2c2nnc(SCCN3CCOCC3)nc21
    i	0.9	19	5	i	763
#53 C=CCNC(=O)C1CC1(c1ccc(C)cc1)c1ccc(C)cc1 (centres undefined)
    i	0.4	56	-6	i	822
#54 Cc1cc(=O)oc2c(CN3CCCC3)c(O)ccc12
    i	0.6	29	2	i	830
#55 Cc1cccc(CN2C(=O)/C(=C\c3ccc(C(=O)NCCCN4CCN(C)CC4)cc3)Oc3ccccc32)c1
    i	1.4	17	-34	i	660
#56 COc1cccc(C(=O)Nc2ccc3c(c2)n(C)c(=O)n3C)c1
    i	0.3	57	0	i	821
#57 COc1ccc(Cn2nnc3c(=O)[nH]c(C4CCN(S(=O)(=O)c5ccc(C)cc5)CC4)nc32)cc1
    i	5.0	29	0	i	734
#58 N#Cc1cccc(NC(=O)Cn2cnc(S(=O)(=O)N3CCc4ccccc43)c2)c1
    i	3.8	45	0	i	747
#59 CC(=O)c1cccc(S(=O)(=O)N2CCC(C(=O)O)(c3ccccc3)CC2)c1
    i	nt	29	-8	?	887
#60 Cc1cc(C(F)(F)F)nc(SCCN2CCCCC2)c1C#N
    i	0.7	68	-16	i	787

Entries of single compounds from above. Order of screens: T cell modulator | Myeloid diff 2 GFP+ MAC1+ % | T cell modulator vesicle-bound % | Hep lipid drop | Myeloid diff 2 | Hep lipid drop cells 6.5 µM
C=CCNC(=O)C1CC1(c1ccc(C)cc1)c1ccc(C)cc1 (centres undefined) as listed: i | 0.4 | 56 | -6 | i | 822
COc1ccc(C(=O)NC(=S)Nc2ccc(CN3CCOCC3)cc2)cc1Br as listed: i | 3.0 | 12 | -4 | i | 745
N#Cc1cccc(NC(=O)Cn2cnc(S(=O)(=O)N3CCc4ccccc43)c2)c1 as listed: i | 3.8 | 45 | 0 | i | 747
CC(=O)N1CCN(c2ccccc2NC(=O)c2cc3ccccc3o2)CC1 as listed: i | nt | 71 | -2 | ? | 780

(further entries)
Under each structure – T cell modulator	Myeloid diff 2 GFP+ MAC1+ %	T cell modulator vesicle-bound %	Hep lipid drop	Myeloid diff 2	Hep lipid drop cells 6.5 µM
#61 Cc1nc2cc(NC(=O)c3ccc(S(=O)(=O)N(C)c4ccccc4)cc3)ccc2o1
    i	0.7	6	-6	i	785
#62 CCN(CC(=O)NCc1ccc(Cl)cc1)C(=O)/C=C/c1ccccc1
    i	0.4	40	-17	i	723
#63 CCOc1ccc(S(=O)(=O)NC(=O)c2ccccc2)cc1
    i	4.8	63	30	i	665
#64 CN(Cc1cnn(C)c1)C(=O)C1CCC(=O)N(Cc2cccc(C(F)(F)F)c2)C1 (centres undefined)
    i	3.3	18	-6	i	654
#65 CCOc1ccccc1NC(=O)CCNS(=O)(=O)c1ccc2[nH]c(=O)oc2c1
    i	1.9	38	31	i	634
#66 Cc1ccc(S(=O)(=O)/C(C#N)=C/c2c(N3CCN(Cc4ccccc4)CC3)nc3ccccn3c2=O)cc1
    i	4.7	15	1	i	690
#67 CCN(CC)CCN(C(=O)c1ccc2c(c1)CCCC2)c1nc2ccc(OC)cc2s1
    i	0.6	52	6	i	924
#68 COc1ccc(-c2cc3c(=O)n(CC(=O)NCc4ccccc4F)ncn3n2)cc1
    i	2.3	40	10	i	738
#69 CC(C(=O)O)n1c2ccccc2c2cn[nH]c(=O)c21 (centres undefined)
    i	0.6	56	1	i	662
#70 COc1ccc(-c2csc(N(CCCN(C)C)C(=O)c3ccccc3F)n2)cc1
    i	0.3	59	3	i	746
#71 COc1ccccc1C(=O)NNC(=O)C(=O)Nc1ccc(C)cc1
    i	0.3	16	-9	i	810
#72 COc1ccc(S(=O)(=O)NCCCn2ccnc2)cc1C(C)(C)C
    i	0.4	65	4	i	793
#73 COc1ccccc1OCC(=O)Nc1ccc(S(=O)(=O)N2CCCC2)cc1
    i	0.2	19	14	i	813
#74 COc1ccc(S(=O)(=O)N2CCCN(CC(=O)Nc3ccccc3F)CC2)cc1
    i	1.0	43	4	i	859
#75 Cn1c(-c2ccc(Cl)nc2)nc2cc(Cl)ccc21
    i	0.3	53	-1	i	861

Other entries
Under each structure – T cell modulator	Myeloid diff 2 GFP+ MAC1+ %	T cell modulator vesicle-bound %	Hep lipid drop	Myeloid diff 2	Hep lipid drop cells 6.5 µM
#76 O=C(c1ccc2ccccc2c1)N1CCN(c2ccccn2)CC1
    i	1.9	57	-2	i	791
#77 Cc1ccc(NC(=O)CCC(=O)N2CCOc3ccccc32)c(Cl)c1
    i	3.9	25	-8	i	718
#78 CCN(CC)C(=O)c1ccc(NS(=O)(=O)c2ccc3[nH]c(=O)[nH]c3c2)cc1
    i	4.3	20	-2	i	722
#79 Cc1nn(C)cc1/C=N\NC(=O)c1csc2c1CCCC2
    i	0.7	7	-2	i	910
#80 Cc1ccc(N=C2C(=O)Nc3ccccc32)cc1
    i	0.5	57	9	i	832
#81 CCOc1ccc(CCNC(=O)CCNC(=O)c2ccco2)cc1OCC
    i	nt	62	16	?	729
#82 Cn1c(COc2ccc(F)cc2)nnc1SCC(=O)NC1CC1
    i	0.7	65	-6	i	593
#83 COc1cc(N2Cc3ccccc3C2)ccc1C=O
    i	0.4	56	0	i	786

This is a subset (hit frequency here may not be typical).
